Compound activity from PubChem.
KB-3-1 tox = KB-3-1 parental cell cytotoxicity; KB-3-1 viability, CellTiter-Glo ATP luminescence, 72 h; 1.4% of 400,000 active; Potency, µM (doses to about 46.1 µM), without a hit: at the highest dose activity change, negative = cytotoxic, most hits filed as cytotoxic; note: potency is the fitted concentration of half-maximal effect; % is set by controls: 0 for no effect and ±100 for the full control effect; nearly all actives have a fitted effect of over 60% in size
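Luminescent ATP read-out (CellTiter-Glo) measures survival of drug-naive KB-3-1 cells after 72 h compound exposure at 37 °C. Titration series was screened from lowest to highest concentration, with DMSO vehicle plates as background controls.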
ATXN viability = viability counter-screen for ATXN expression inhibitors | S2 cells (HEK-293 line with an ATXN2-luciferase reporter) viability, CellTiter-Fluor protease fluorescence, 24 h | Potency, µM (titrated, usually from 56.7 µM), hits mostly cytotoxic | 0.49% of 400,000 active | AID 651635; note: potency is the fitted concentration of half-maximal effect; nearly all actives have a fitted effect of over 40% in size
SW480 rerep = induces DNA re-replication in SW480 colon adenocarcinoma cells; SW480 DNA re-replication, Hoechst DNA content imaging, 48 h; Potency, µM (series often up to 46.1 µM), without a hit: top-dose re-replication activation, hits mostly activators; 1.8% of 340,000 active; AID 624297; note: potency is the fitted concentration of half-maximal effect; % of control where 0% means no effect; nearly all actives have a fitted effect of over 55% in size
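Readout is total intensity of Hoechst-stained nuclei, excited at 405 nm and collected at 500-530 nm. Compound treatment lasted 48 hr at 37 C in 5% CO2 before staining.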
MCF10A rerep = DNA re-replication induction in MCF 10a cells; MCF 10A DNA re-replication, Hoechst nuclear intensity, 48 h; AID 624296; Potency, µM (titrated, usually from 46.1 µM), for inactives: at the top dose activity, positive = re-replication, most hits filed as activators; 2.9% of 350,000 active; note: potency is the fitted concentration of half-maximal effect; % of control where 0% means no effect; nearly all actives have a fitted effect of over 50% in size
ATXN2 expr inh = ATXN2 expression inhibition | HEK-293 ATXN2-luciferase reporter, luminescence, 24 h | Potency, µM (series often up to 57 µM), for inactives: at the top dose activity change, negative = inhibition, most hits filed as inhibitors | 0.72% of 360,000 active | AID 1745845; note: potency is the fitted concentration of half-maximal effect; % is set by controls: 0 for no effect and ±100 for the full control effect; nearly all actives have a fitted effect of over 55% in size
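qHTS (up to 57 uM final) was run with 24 h compound exposure of reporter cells at 37 °C. Each well was multiplexed: SteadyGlo luminescence measured ATXN2-luciferase expression after a fluorogenic Gly-Phe-AFC viability readout (25 uM final).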
HT1080 IDH1KD tx = toxicity to HT-1080 IDH1 knockdown cells (counter line) | HT-1080 IDH1 knockdown viability, ATP luminescence, 48 h | Potency, µM (highest dose often 46.1 µM), for inactives: at the top dose activity, negative = toxicity, actives largely listed as cytotoxic | 2% of 360,000 active | AID 686971;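 note: potency is the fitted concentration of half-maximal effect; 0% = DMSO wells and -100% = cell-free medium wells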
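Assay cells: HT-1080 with IDH1 knockdown, 750 per well, RPMI/5% FBS. Exposure: 48 h at 37 °C following 2 h pre-incubation. Read: CellTiter-Glo luminescence; fitted concentration-response, curve class assigned.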
HT1080-NT tox = kills 2HG-producing HT-1080-NT fibrosarcoma cells. Potency, µM (top dose mostly 46.1 µM), for the others: top-dose activity, negative = less viability, actives largely listed as cytotoxic. AID 686970. 1.6% of 360,000 active. HT-1080-NT fibrosarcoma viability, CellTiter-Glo ATP luminescence, 48 h;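 note: NT is the 2HG producing partner of a matched IDH1 knockdown line; potency is the fitted concentration of half-maximal effect; 0% = DMSO-treated cells and -100% = media-only wells without cells; nearly all actives have a fitted effect of over 55% in size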
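750 cells/well, RPMI + 5% FBS; 2 h settle, compound pin-transfer, 48 h at 37 degrees C. CellTiter-Glo 10 min RT, luminescence. Normalized to DMSO and media-only wells.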
HepG2 viability = counter-screen for TGF-b inhibitors: cytotoxicity in HepG2 cells; HepG2 CAGA-GFP viability, ATP luminescence, 18 h; Potency, µM (top dose mostly 46.1 µM), for inactives: top-dose activity change, negative = cytotoxicity, usual class: cytotoxic; 0.76% of 410,000 active; AID 588856; note: potency is the fitted concentration of half-maximal effect; some results filed as inactive show a strong effect at the top dose
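CellTiter-Glo luminescence gave cytotoxicity after 18 hours at 37 degrees C. The cells were HepG2 CAGA-GFP in 1% FBS DMEM, stimulated with 500 pg/mL TGF-beta after compound addition. %Activity was normalised to no-cell wells (complete cell-killing) and DMSO (no toxicity), and curves were fitted and classified.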
IL-1B inflam inh = inflammasome signaling inhibition, IL-1 beta readout; THP-1 LPS/ATP IL-1B secretion, AlphaLISA, 16 h; active compounds read low; activity change, % at 57.5 µM; 4.7% of 360,000 active; AID 743279; in the data active = activity change below about -50%; inconclusive = mostly about -30% to -49%; note: % is set by controls: 0 for no effect and ±100 for the full control effect
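Secreted IL-1B measured by AlphaLISA bead assay after 16 h compound exposure of THP-1 cells; compounds (final up to 57.5 uM) added 1 h before LPS (250 ng/mL) and ATP (1.25 mM) stimulation; lower signal means less secretion.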
* marks the source's active call; other numbers are inactive results; i = inactive; ? = inconclusive; . = not tested or not shown; [ ] = dose if it differs, or a comment. Unless noted, calls come from the whole dose curve; as a rule, active = well fitted curve in the direction sought with a large enough effect; inconclusive = small, poorly fitted or top-dose-only effect, or another doubt; inactive = no such curve, though single readings can be large; an effect the other way counts as inactive or inconclusive. This is a random part of the collection; any-hit rate near 8.9%.

item	SMILES	KB-3-1 tox	ATXN viability	SW480 rerep	MCF10A rerep	ATXN2 expr inh	HT1080 IDH1KD tx	HT1080-NT tox	HepG2 viability	IL-1B inflam inh
1	Cc1ccc(-c2nn(C)c(=O)c3ccccc23)cc1S(=O)(=O)N1CCCC1	-6%	i	-20%	19%	13%	-10%	-2%	-1%	21
2	COc1ccc(CN(C)C(=O)CCCNC(=O)c2ccc(Cl)cc2)cc1	-9%	i	1%	10%	-16%	-1%	2%	-14%	0
3	COc1cc2c(cc1OC)C(SC)=NC1(CCCC1)C2	-4%	.	?	?	?	-7%	-24%	-74%	?
4	O=C(Nc1ccc2c(c1)OCO2)N1CCN(S(=O)(=O)c2ccc(Cl)cc2)CC1	-7%	i	0%	-7%	28%	13%	3%	0%	-9
5	Cc1ccccc1C(=NC(=O)c1ccccc1)c1ccccc1	0%	i	17%	-1%	-3%	-3%	-1%	-3%	-11
6	COc1ccc(NC(=O)c2ccccn2)cc1OC	1%	i	-112%[inhibitor]	-2%	.	-2%	?	6%	7
7	CC1(C(=O)NCc2ccccc2)Oc2ccccc2NC1=O (stereo unspecified)	-5%	i	0%	-1%	7%	3%	6%	6%	16
8	CC(C)CC(=O)Nc1ccc(C(=O)CN2CCN(c3ccc(O)cc3)CC2)cc1	11%	i	-2%	-21%	-18%	16%	19%	-18%	23
9	Cc1nc2ccccc2c(-c2ccccc2)c1C(=O)c1ccccc1	-4%	i	7%	?	-2%	-19%	0%	-31%	30
10	OCCN1CCN(c2ncnc3c2ncn3[C@H]2CN(Cc3ccc(F)cc3)C[C@@H](CO)O2)CC1	0%	i	.	.	-8%	-1%	-3%	1%	-12

Carrying on:
item	SMILES	KB-3-1 tox	ATXN viability	SW480 rerep	MCF10A rerep	ATXN2 expr inh	HT1080 IDH1KD tx	HT1080-NT tox	HepG2 viability	IL-1B inflam inh
11	Cc1csc(=O)n1CCC(=O)OCc1nnc(-c2ccccc2Cl)o1	?	i	-2%	-1%	6%	19%	8%	6%	15
12	CN(C)/C=N/C(=S)Nc1ccccc1Cl	-2%	i	-2%	-2%	27%	19%	19%	-12%	-13
13	CCOc1cc(/C=N\NC(=O)c2ccc(NC(=O)C(C)(C)C)cc2)ccc1OC(=O)c1cccc(C)c1	-7%	?	1%	9%	-35%	?	-19%	-2%	117
14	CC(NC(=O)COC(=O)c1ccc2ccccc2n1)c1ccccc1 (stereo unspecified)	-18%	i	-3%	-2%	-7%	-3%	-1%	-2%	2
15	COc1ccc(C(=O)Nc2ccc(NC(=O)C3CCCCC3)nc2)cc1	2%	i	0%	-7%	-14%	11%	19%	8%	-3
16	CCN(C(=O)c1cccc(S(=O)(=O)N2CCCCC2)c1)C1CCS(=O)(=O)C1 (stereo unspecified)	22%	i	-4%	0%	4%	-2%	-5%	13%	-5
17	Cn1ncc(Cl)c1C(=O)NCC1CCCO1 (stereo unspecified)	1%	i	-12%	-12%	-1%	?	27%	-2%	-11
18	CN(C)S(=O)(=O)c1ccc(C(=O)NC(=O)CSc2nncs2)cc1	5%	i	-22%	3%	3%	0%	-4%[9.24 µM]	-18%	-1
19	CCCN1CCN(S(=O)(=O)c2ccc3c(c2)NC(=O)C(C)S3)CC1 (stereo unspecified)	?	i	20%	4%	-3%	0%	3%	-2%	73
20	Clc1ccc(N2CCN(c3nc4nonc4nc3N3CCSCC3)CC2)nc1	6%	i	-1%	0%	-12%	14%	16%	-2%	-13

A different layout for some results above:
[15] COc1ccc(C(=O)Nc2ccc(NC(=O)C3CCCCC3)nc2)cc1
[3] COc1cc2c(cc1OC)C(SC)=NC1(CCCC1)C2
Compound,15,3
KB-3-1 tox,2%,-4%
ATXN viability,i,.
SW480 rerep,0%,?
MCF10A rerep,-7%,?
ATXN2 expr inh,-14%,?
HT1080 IDH1KD tx,11%,-7%
HT1080-NT tox,19%,-24%
HepG2 viability,8%,-74%
IL-1B inflam inh,-3,?

(more compounds)
item	SMILES	KB-3-1 tox	ATXN viability	SW480 rerep	MCF10A rerep	ATXN2 expr inh	HT1080 IDH1KD tx	HT1080-NT tox	HepG2 viability	IL-1B inflam inh
21	CCc1c(C)nc(SCCOc2ccc(OC)cc2)[nH]c1=O	-23%	i	-5%	-1%	3%	4%	6%	0.32µM*	35
22	O=C(CN1C(=O)NC2(CCCC2)C1=O)N1CCN(c2ccc(C(F)(F)F)cc2[N+](=O)[O-])CC1	-15%	i	-3%	19%	-20%	-1%	-6%[9.24 µM]	-9%	-8
23	Cc1ccc(Cl)cc1N1CCN(C(=O)c2cn(C)c3ccc(S(=O)(=O)N4CCC(C)CC4)cc3c2=O)CC1	1%	i	.	.	7%	.	.	5%	.
24	CC1CCN(CCCNC(=O)C2CCC(=O)N2C2CCCC2)CC1 (stereo unspecified)	-1%	i	-10%	0%	2%	9%	1%	-3%	-11
25	CN1C(=O)/C(=C/c2ccc(OCc3ccccc3F)cc2)NC1=S	-3%	i	-7%	?	.	0%	-4%	1%	1
26	O=C(COc1cccc2cccnc12)N/N=C/c1ccc(O)cc1	-11%	i	-4%	2%	13%	7%	6%	21%	-20
27	Cc1ccc(CNC(=O)CSc2nc(=O)n3ccc(C)cc3n2)cc1	-12%	i	.	.	.	-1%	0%	-5%	-10
28	CC(=O)Nc1nnc(SCC(=O)c2ccc(F)cc2)s1	-1%	i	-70%[inhibitor]	-5%	5%	-10%	-2%	36%	13
29	CCN(CC)C(=O)Cn1c(=O)n(-c2ccc(C)c(C)c2)c(=O)c2c(C)c(C(=O)N(CC)CC)sc21	3%	i	.	.	-22%	.	.	4%	.
30	O=C(CNc1ccc2ccccc2c1)N/N=C/c1ccc(C(=O)O)cc1	1%	i	-1%	4%	11%	-4%	1%	0%	-2

The list continues:
item	SMILES	KB-3-1 tox	ATXN viability	SW480 rerep	MCF10A rerep	ATXN2 expr inh	HT1080 IDH1KD tx	HT1080-NT tox	HepG2 viability	IL-1B inflam inh
31	CCN1CCN(c2c(S(=O)(=O)c3ccc(OC)cc3)cnc3cc(OC)c(OC)cc23)CC1	?	?	.	.	-39%	.	.	-26%	.
32	COc1ccc(CCNc2cn[nH]c(=O)c2Cl)cc1OC	-5%	i	-8%	-11%	1%	7%	9%	-1%	36
33	COc1ccccc1OCC(=O)NNC(=O)c1ccc(F)c(S(=O)(=O)N2CCOCC2)c1	-3%	i	-6%	17%	-8%	17%	3%	2%	0
34	C=CCn1c(SCC(=O)Nc2cccc(C)c2)nnc1-c1cnccn1	17%	i	3%	0%	-7%	-5%	3%	6%	-5
35	COc1ccc(CNCCS(=O)(=O)NN2CCOCC2)cc1	3%	i	4%	1%	1%	9%	12%	12%	8
36	COC(=O)[C@]1(Cc2ccccc2)N[C@H](CN(C)C(C)=O)[C@@H]2C(=O)N(Cc3ccccc3)C(=O)[C@@H]21	0%	i	-75%[inhibitor]	28%	0%	-2%	-1%	-5%	16
37	CC(=O)N=c1cccc(NC(C)=O)n1O	4%	i	-9%	-6%	5%	4%	0%	-21%	14
38	CN(C)CCN(C(=O)c1cccc2ccccc12)c1nc2cc3c(cc2s1)OCO3	-27%	i	25%	11%	?	?	?	-24%	-91*
39	COc1ccc(OCCCCN(C)Cc2ccccc2)cc1	2%	i	3%	?	-5%	4%	3%	4%	0
40	COc1ccc(NC(=O)O/N=C/c2ccccc2Cl)cc1	7%	?	-22%	-6%	8%	-10%	-9%	-13%	-12

More results:
item	SMILES	KB-3-1 tox	ATXN viability	SW480 rerep	MCF10A rerep	ATXN2 expr inh	HT1080 IDH1KD tx	HT1080-NT tox	HepG2 viability	IL-1B inflam inh
41	COc1ccc2cc([C@@H](C)C(=O)O)ccc2c1	?	i	?	-55%[inhibitor]	0%	0%	?	1%	?
42	Cc1ccc(Oc2nc3c(c(=O)n(Cc4ccccc4)c(=O)n3C)n2C)cc1C	2%	i	.	.	-1%	.	.	1%	.
43	COc1ccc2c(Cl)c(C(=O)N/N=C/c3cccnc3)sc2c1	3%	i	-1%	-2%	-14%	-2%	-18%	-14%	10
44	[N-]=[N+]=CC(=O)CC(c1ccccc1)N1C(=O)c2ccccc2C1=O (stereo unspecified)	-2%	?	2%	-4%	28%	12%	17%	-1%	13

Filtered by structure: the compounds so far with a Cl atom
item	SMILES	KB-3-1 tox	ATXN viability	SW480 rerep	MCF10A rerep	ATXN2 expr inh	HT1080 IDH1KD tx	HT1080-NT tox	HepG2 viability	IL-1B inflam inh
2	COc1ccc(CN(C)C(=O)CCCNC(=O)c2ccc(Cl)cc2)cc1	-9%	i	1%	10%	-16%	-1%	2%	-14%	0
4	O=C(Nc1ccc2c(c1)OCO2)N1CCN(S(=O)(=O)c2ccc(Cl)cc2)CC1	-7%	i	0%	-7%	28%	13%	3%	0%	-9
11	Cc1csc(=O)n1CCC(=O)OCc1nnc(-c2ccccc2Cl)o1	?	i	-2%	-1%	6%	19%	8%	6%	15
12	CN(C)/C=N/C(=S)Nc1ccccc1Cl	-2%	i	-2%	-2%	27%	19%	19%	-12%	-13
17	Cn1ncc(Cl)c1C(=O)NCC1CCCO1 (stereo unspecified)	1%	i	-12%	-12%	-1%	?	27%	-2%	-11
20	Clc1ccc(N2CCN(c3nc4nonc4nc3N3CCSCC3)CC2)nc1	6%	i	-1%	0%	-12%	14%	16%	-2%	-13
23	Cc1ccc(Cl)cc1N1CCN(C(=O)c2cn(C)c3ccc(S(=O)(=O)N4CCC(C)CC4)cc3c2=O)CC1	1%	i	.	.	7%	.	.	5%	.
32	COc1ccc(CCNc2cn[nH]c(=O)c2Cl)cc1OC	-5%	i	-8%	-11%	1%	7%	9%	-1%	36
40	COc1ccc(NC(=O)O/N=C/c2ccccc2Cl)cc1	7%	?	-22%	-6%	8%	-10%	-9%	-13%	-12
43	COc1ccc2c(Cl)c(C(=O)N/N=C/c3cccnc3)sc2c1	3%	i	-1%	-2%	-14%	-2%	-18%	-14%	10

As entered above:
Value of compound 7 in IL-1B inflam inh: 16
Value of compound 40 in HepG2 viability: -13%
